HRas wt GTP bind: human HRas wildtype GTP binding, change in either direction. P01112. GST-Ras wt beads, Bodipy-FL-GTP binding, flow cytometry; actives lie on both sides. GTP binding activity, % at 10 µM. hit rate 0.14% among 190,000;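 active = GTP binding activity at least 20% away from the 100% baseline, either lowered as inhibitor or raised as activator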;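 also: 0% = unlabeled GTP competition control and 100% = no-compound control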
Target sequence (P01112 whole entry, looked up): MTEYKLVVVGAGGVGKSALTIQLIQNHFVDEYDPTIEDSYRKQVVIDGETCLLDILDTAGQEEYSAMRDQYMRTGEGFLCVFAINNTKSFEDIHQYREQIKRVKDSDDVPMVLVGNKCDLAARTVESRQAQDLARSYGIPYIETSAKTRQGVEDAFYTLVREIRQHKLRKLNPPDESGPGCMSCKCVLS
ABCB1 block: blocks JC-1 efflux by human ABCB1 transporter; P08183; CCRF-Adr cells, flow cytometry; inhibition, % at 6.6 µM; hit rate 0.067% among 190,000; AID 1326; in the data active = inhibition above about 40%;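 also: 0% = vehicle and 100% = reference inhibitor; higher value means more JC-1 retained so stronger ABCB1 efflux block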
Rac1 wt GTP bind: modulators of human Rac1 wildtype GTP binding | AID 757 | GST-Rac1 beads, fluorescent GTP binding, flow cytometry; actives lie on both sides; 0 = cold GTP competed, 100 = untreated | hit rate 0.27% among 190,000 | P63000 | GTP binding activity (% of control), % at 10 µM;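 active = GTP binding activity at least 20 points away from the 100% control level, either lower or higher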
Pf gametocyte: inhibitors of late stage P. falciparum gametocyte viability; inhibition, % at 10.9 µM; hit rate 0.065% among 150,000; P. falciparum stage V gametocytes, ATP luminescence, 24 h;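 active = inhibition above the mean plus 3 SD of compounds within the control limits, set per campaign, cut at about 38% in these data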;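 also: 0% = DMSO wells and 100% = medium only without gametocytes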
ABCG2 block: inhibitors of human ABCG2 transporter, ABCB1 counter-screen | inhibition, % at 6.6 µM | IgMXP3 cells, JC-1 efflux, flow cytometry | AID 1325 | Q9UNQ0 | hit rate 0.1% among 190,000;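 active = inhibition above 80%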;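 also: 0% = DMSO and 100% = nicardipine control wells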
Target sequence (Q9UNQ0 whole entry, looked up): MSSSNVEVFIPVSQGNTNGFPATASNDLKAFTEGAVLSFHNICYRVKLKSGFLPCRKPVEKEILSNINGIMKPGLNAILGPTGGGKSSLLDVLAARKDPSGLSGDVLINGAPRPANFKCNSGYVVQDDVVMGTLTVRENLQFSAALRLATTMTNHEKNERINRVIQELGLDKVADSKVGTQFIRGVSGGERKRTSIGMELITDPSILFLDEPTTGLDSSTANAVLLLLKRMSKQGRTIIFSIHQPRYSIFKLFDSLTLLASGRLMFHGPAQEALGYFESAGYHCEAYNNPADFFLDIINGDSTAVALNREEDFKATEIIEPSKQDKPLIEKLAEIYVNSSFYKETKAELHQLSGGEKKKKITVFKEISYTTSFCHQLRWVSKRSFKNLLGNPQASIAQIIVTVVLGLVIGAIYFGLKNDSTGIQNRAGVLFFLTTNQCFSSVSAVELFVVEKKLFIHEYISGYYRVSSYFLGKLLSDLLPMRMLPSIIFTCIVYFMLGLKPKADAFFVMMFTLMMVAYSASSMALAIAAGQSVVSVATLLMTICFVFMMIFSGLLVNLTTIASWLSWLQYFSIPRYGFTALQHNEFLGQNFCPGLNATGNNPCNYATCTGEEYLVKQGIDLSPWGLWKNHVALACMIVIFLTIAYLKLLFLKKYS
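Measure – % inhibition of efflux relative to nicardipine and DMSO · Test system – ABCG2 IgMXP3 and barcoded ABCB1 CCRF-Adr cell mix · Control set – nicardipine as high control, DMSO as low control · Compound – one concentration, 6.6 µM final · Signal – flow cytometry of retained JC-1 fluorescence · Timing – 10 min exposure at 25 °C with rotation, no wash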
Cdc42 wt GTP: changes GTP binding to wildtype human Cdc42 | P60953 | GST-Cdc42 beads, Bodipy-GTP binding, flow cytometry; actives lie on both sides | percent activity (GTP binding), % at 10 µM | hit rate 0.2% among 190,000 | AID 761;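 active = percent activity GTP binding at least 20 points away from the 100% baseline, either down as inhibitor or up as activator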;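 also: median bead fluorescence of bound Bodipy-FL-GTP at 100 nM; 0% = excess unlabeled GTP control and 100% = no compound control; below 100% means less GTP binding so inhibitor and above means activator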
Avidin bead fluor: compound fluoresces at 488/530 nm on avidin beads. AID 1775. fluorescence (KMESF) at 10 µM. hit rate 0.38% among 220,000. compound fluorescence 488/530 nm, flow cytometry; active compounds read high; in the data active = fluorescence above about 47; also: inactives centre near 10
Rab2 wt GTP: changes GTP binding to wildtype dog Rab2A, up or down | GST-Rab2 wt beads, Bodipy-GTP binding, flow cytometry | GTP binding activity, % at 10 µM | hit rate 0.19% among 190,000;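 active = GTP binding activity at least 20 points away from 100%, either lowered or raised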;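 also: 0% = beads with excess unlabeled GTP and 100% = no-compound control corrected for plate trend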
Rab7 wt modul: modulators of GTP binding to dog Rab7 wildtype GTPase. GTP binding activity (percent of control), % at 10 µM. hit rate 0.055% among 190,000. AID 758. GST-Rab7 beads, fluorescent GTP binding, flow cytometry; actives lie on both sides; untreated = 100%, excess cold GTP = 0%;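 active = fluorescent GTP binding to Rab7 beads changed by at least 20 points from the 100% baseline, either direction, mostly lower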;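 also: median green fluorescence of bound Bodipy-FL-GTP per Rab7 bead population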
GSH bead fluor: compound fluoresces at 488/530 nm on GSH beads. GSH beads flow cytometry, compound fluorescence 488/530 nm; active compounds read high. fluorescence (KMESF) at 10 µM. hit rate 0.25% among 190,000. AID 1776; in the data active = fluorescence above about 89;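 also: glutathione beads carrying GST-tagged Bcl family fusion proteins plus one bare bead set; values are compound well signal with DMSO vehicle wells as background; inactives centre near 16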
Rac1 mut GTP: alters GTP binding to activated mutant human Rac1; P63000; hit rate 0.11% among 190,000; GST-Rac1 activated beads, fluorescent GTP binding, flow cytometry; actives lie on both sides; 100% means binding = to untreated wells; percent activity (GTP binding), % at 10 µM;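 active = GTP binding at least 20 percentage points away from the 100% baseline, in either direction, so actives lie on both sides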
* = called active by the depositor; . = no result given. Random draw from the library; any-hit rate near 1.1%.

The line under a structure holds: HRas wt GTP bind, ABCB1 block, Rac1 wt GTP bind, Pf gametocyte, ABCG2 block, Cdc42 wt GTP, Avidin bead fluor, Rab2 wt GTP, Rab7 wt modul, GSH bead fluor, Rac1 mut GTP
CN(C(=O)CCCN1C(=O)c2cccc3cccc(c23)C1=O)c1ccccc1
  99, 1.6, 101, -8, 10, 99, 6, 100, 94, 11, 101
O=C(O)c1ccccc1-c1ccccc1C(=O)NCc1cccc(C(F)(F)F)c1
  98, -0.2, 98, ., -1, 94, 12, 97, 101, 17, 93
CC(C)(C)C(=O)Nc1ccc(Sc2ccc([N+](=O)[O-])cc2)cc1
  97, 1.8, 102, 9, 33, 100, 4, 95, 102, 10, 98
CC1CCCCN1C(=O)CN1CCC(c2nc3ccc(Cl)cc3[nH]2)CC1 (stereo not drawn)
  101, 0.8, 100, ., 21, 102, 10, 102, 103, 18, 97
CCOC(=O)c1cc(N)cc([N+](=O)[O-])c1
  103, 0.3, 101, -16, 0, 99, 2, 97, 100, 7, 99
Cc1nc2sc(C(c3ccc(Cl)cc3)N3CC(C)OC(C)C3)c(O)n2n1 (stereo not drawn)
  99, 0.5, 102, ., 5, 101, 13, 100, 98, 26, 102
C=CCOc1c(CNc2ncn[nH]2)cccc1OCC
  100, 0.9, 107, ., 7, 104, 4, 101, 97, 30, 101
COc1cc(CN(C)CCc2ccccc2)ccc1OCc1ccccc1
  107, 0.9, 106, -6, 2, 107, 5, 105, 101, 27, 103
COc1ccc(/C=C(/C#N)S(=O)(=O)c2ccc(C)cc2)cc1
  104, 1.0, 106, 6, 3, 103, 10, 106, 108, 8, 100
Cc1ccc(NS(=O)(=O)c2cccc(C(=O)N/N=C/c3c(C)nn(-c4ccccc4)c3N3CCCC3)c2)c(C)c1
  98, 0.2, 100, 20, 13, 97, 15, 98, 100, 9, 97
O=C(c1cccs1)N1CCN(S(=O)(=O)Cc2ccccc2)CC1
  96, -0.5, 99, 7, 1, 99, 34, 97, 95, 17, 97
COc1ccc(NC(=O)C(C)N(c2ccc(C)cc2)S(C)(=O)=O)cc1 (stereo not drawn)
  99, 2.3, 103, -1, 30, 100, 12, 97, 96, 37, 99
O=C(Nc1cnn(Cc2ccc(Cl)c(Cl)c2)c1)c1nc2ncccn2n1
  100, 0.6, 103, ., 44, 100, 13, 101, 99, 27, 101
CN(/N=C/c1ccc(O)cc1O)c1nc(-c2ccccc2)cc(-c2ccccc2)n1
  98, -0.6, 104, 2, -5, 103, 6, 100, 97, 11, 101
CCCCn1c(SCC(=O)N2CCCCC2)nc2cc(S(N)(=O)=O)ccc21
  102, 0.0, 104, -4, 0, 103, 13, 99, 99, 9, 103
CN(C)c1ccc(/C=C/C(=O)c2ccc(C(C)(C)C)cc2)cc1[N+](=O)[O-]
  96, 7.2, 97, ., 7, 93, 57*, 95, 96, 28, 91
CCCCn1c(=O)n(Cc2cccc(F)c2)c(=O)c2c1ncn2Cc1ccco1
  99, 2.3, 102, -11, 7, 102, 6, 101, 99, 29, 98
CC1=C(C#N)C(NC(=O)c2cccc(Cl)c2)(C(F)(F)F)C(=O)N1 (stereo not drawn)
  100, 0.4, 106, -24, 17, 105, 11, 99, 102, 12, 99
COc1ccc(CC2(CO)CCN(Cc3cccn3-c3ccccn3)CC2)cc1
  97, 0.7, 97, 12, 2, 99, 10, 98, 97, 19, 98
C=C(C)COc1ccc(-c2[nH]ncc2Oc2ccccc2OC)c(O)c1
  93, 0.0, 97, 3, 1, 90, 23, 93, 93, 17, 94
CC(C)(C)c1ccc(NC(=O)c2ccccc2)c([N+](=O)[O-])c1
  102, 0.8, 103, ., 16, 103, 8, 102, 99, 13, 100
CC(=O)Nc1cc(C(N)=O)c(Cl)cc1Cl
  104, 0.6, 104, 8, 3, 105, 38, 103, 105, 19, 102
Cc1ccc(NS(=O)(=O)c2cc3c4c(cccc4c2)C(=O)NC3=O)cc1
  90, -0.2, 89, -10, 1, 85, 10, 91, 96, 12, 87
CS(=O)(=O)c1ccc(C(=O)NCC(c2ccco2)N2CCCCC2)cc1 (stereo not drawn)
  102, 0.2, 104, -24, 0, 102, 24, 101, 106, 11, 98
CC(=O)Nc1ccc(-c2ccccc2)s1
  98, 0.3, 101, ., 3, 97, 7, 100, 100, 15, 97
CCc1nc2ccccc2c(C(=O)OCC(=O)NCc2ccco2)c1C
  96, 0.1, 99, ., 0, 97, 24, 97, 98, 25, 97
O=C1C2ON(c3ccccc3)C(c3ccncc3)C2C(=O)N1c1ccccc1 (stereo not drawn)
  100, 0.5, 100, 30, 2, 99, 10, 99, 100, 6, 97
CC1(C)CC(c2nc(-c3ccccc3)cs2)CCS1 (stereo not drawn)
  100, 0.0, 104, -9, 2, 103, 11, 102, 97, 9, 98
COc1ccc2c(c1)c1nc3ccccc3nc1n2CCn1c(=O)oc2ccccc21
  98, 1.2, 97, ., 8, 98, 0, 99, 100, 41, 98
COc1cccc(-n2cc(C(=O)O)c3ccccc3c2=O)c1
  100, 1.3, 104, ., 5, 100, 8, 99, 100, 13, 99
Clc1ccc(/C=N/Nc2ncnc3ccccc23)cc1Cl
  99, 0.2, 101, ., 5, 102, 7, 101, 99, 27, 101
COCCn1c(SCC(=O)c2ccc3c(c2)OCCO3)nnc1C(C)C
  99, 0.1, 96, 3, 2, 100, 13, 98, 98, 27, 99
CCc1cccc(CC)c1NC(=O)COc1ccccc1C(=O)c1cc(C#N)c(=O)n(C2CCCCC2)c1
  101, 6.8, 107, 8, 1, 96, 4, 97, 100, 18, 99
COc1ccc(NC(=O)/C(Cl)=C(/Cl)S(=O)Cc2ccccc2)cn1 (stereo not drawn)
  101, ., 108, -35, ., 104, 4, 101, 102, 14, 106
Cn1c(N)c(C(=O)c2ccc(Cl)cc2)c(=O)n(C)c1=O
  99, 0.9, 103, -17, 21, 104, 12, 98, 100, 10, 101
N#Cc1cnn(Cc2ccccc2)c1/N=C/N1CCOCC1
  100, 0.0, 100, ., 1, 98, 25, 98, 100, 22, 98
Cc1cc(C)c(S(=O)(=O)N(C)CC(=O)NCc2ccccn2)c(C)c1
  103, 0.1, 103, ., 0, 98, 11, 101, 107, 20, 95
CC(C)NC(=O)C(=O)c1cn(C)c2ccccc12
  93, 0.5, 98, -4, 5, 99, 8, 98, 104, 21, 94
COc1cccc(C(=O)c2cc3ccc(O)cc3oc2=O)c1
  97, -0.2, 98, ., 14, 96, 13, 98, 96, 31, 97
Cc1ccc(C(=O)NCC(=O)NCC(=O)OCc2ccc(F)cc2)cc1
  95, 0.3, 98, 8, -1, 97, 11, 93, 96, 9, 94
Cc1cc(C)cc(C(=O)N2CCC(C(N)=O)CC2)c1
  98, 0.3, 97, ., 1, 99, 8, 99, 99, 17, 97
O=C(CN1CCC(NC(=O)C2CCCCC2)CC1)NCc1ccco1
  97, 0.4, 102, -2, 1, 100, 22, 96, 96, 15, 96
COc1ccc(CCC(=O)Nc2cccc(Cl)c2)cc1
  101, 0.1, 104, ., 15, 102, 13, 102, 103, 12, 102
CN(C)c1ccc(N2C(=O)CSC2=S)cc1
  100, -9.7, 104, -23, -1, 104, 15, 99, 99, 12, 99
COc1ccc(CNc2nc(NCc3ccc(OC)cc3)n(C(C)=O)n2)cc1
  102, -0.7, 105, 18, 17, 103, 12, 99, 102, 33, 98
COCCCNC(=S)N(Cc1ccccc1)Cc1ccccc1
  97, -0.2, 100, -22, 3, 100, 3, 97, 101, 8, 97
Cc1ccc([N+](=O)[O-])cc1NC(=O)CN(C(=O)c1ccc(Cl)cc1)C1CCCCC1
  101, 0.1, 100, -4, 0, 99, 4, 101, 101, 24, 99
CCN(CC)C(=O)Oc1ccc(Cl)c2cccnc12
  99, 0.6, 100, -19, 2, 98, 10, 99, 97, 29, 99
CCN(CC)c1ccc(/C=N/Nc2nc3ccccc3[nH]2)c(O)c1
  103, -0.1, 101, ., 1, 104, 13, 104, 100, 20, 101
COc1cc(-c2nnc(SCc3cc(=O)oc4cc(O)c(O)cc34)o2)cc(OC)c1OC
  103, -0.5, 105, -40, -1, 102, 4, 98, 103, 6, 101

Following part
The line under a structure holds: HRas wt GTP bind, ABCB1 block, Rac1 wt GTP bind, Pf gametocyte, ABCG2 block, Cdc42 wt GTP, Avidin bead fluor, Rab2 wt GTP, Rab7 wt modul, GSH bead fluor, Rac1 mut GTP
COc1ccc(NC(=O)CCN2C(=O)c3ccccc3S2(=O)=O)cc1
  97, 0.6, 100, 26, 4, 97, 8, 97, 94, 49, 99
CC(C)Cc1ccc(/C(=N/O)C(=O)O)s1
  99, 0.0, 102, 16, -1, 99, 7, 96, 97, 6, 97
COCCNC(=O)C(OC(=O)c1ccco1)c1ccccc1OC (stereo not drawn)
  98, -0.5, 102, ., -6, 99, 6, 99, 95, 27, 99
CCc1nnc(NC(=O)c2ccc(S(=O)(=O)N3CCCCCC3)cc2)s1
  101, 1.4, 107, ., 15, 100, 11, 102, 106, 14, 103
CC(=O)Cc1nsc(Nc2ccccc2)n1
  104, -0.3, 109, ., 0, 107, 4, 106, 103, 24, 103
COc1ccc(CCNC(=O)COc2ccc(N(C)S(=O)(=O)c3ccc(C)cc3)cc2)cc1
  99, 1.1, 98, -6, 7, 97, 7, 98, 105, 13, 95
